# ATXN2 expr inh = Primary qHTS for Inhibitors of ATXN expression. Potency, µM (highest dose often 57 µM), for the others: top-dose activity change, negative = inhibition, most hits filed as inhibitors. HEK-293 ATXN2-luciferase reporter, luminescence, 24 h. AID 1745845, 2022. hit rate 0.72% among 360,000; also: potency is read from the fitted curve at half-maximal effect; % is scaled to controls: 0 for no effect and ±100 for the full control effect; nearly all actives have a fitted effect of over 55% in size
#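 ATXN2-luciferase reporter cells (luciferase flanked by upstream and downstream ATXN2 gene portions) were treated 24 h at 37 °C with compounds at up to 57 uM. SteadyGlo luminescence gave expression; GF-AFC fluorescence gave viability.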
# IL-1B inflam inh = qHTS for Inhibitors of Inflammasome Signaling: IL-1-beta AlphaLISA Primary Screen. hit rate 4.7% among 360,000. activity change, % at 57.5 µM. THP-1 LPS/ATP IL-1B secretion, AlphaLISA, 16 h; stronger effect = lower value. AID 743279, 2014; in the data active = activity change below about -50%; inconclusive = mostly about -30% to -49%; also: % is scaled to controls: 0 for no effect and ±100 for the full control effect
#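 Secreted IL-1B measured by AlphaLISA bead assay after 16 h compound exposure of THP-1 cells; compounds (final up to 57.5 uM) added 1 h before LPS (250 ng/mL) and ATP (1.25 mM) stimulation; lower signal means less secretion.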
# HT1080NT lethal = qHTS for induction of synthetic lethality in tumor cells producing 2HG: qHTS for the HT-1080-NT fibrosarcoma cell line; AID 686970, 2013; HT-1080-NT fibrosarcoma viability, CellTiter-Glo ATP luminescence, 48 h; Potency, µM (titrated, usually from 46.1 µM), without a hit: at the top dose activity, negative = less viability, hits mostly cytotoxic; hit rate 1.6% among 360,000;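 also: NT is the 2HG producing partner of a matched IDH1 knockdown line; potency is read from the fitted curve at half-maximal effect; 0% = DMSO-treated cells and -100% = media-only wells without cells; nearly all actives have a fitted effect of over 55% in size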
#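 Luminescent CellTiter-Glo readout after 48 hours of compound exposure at 37 degrees C defined viability of HT-1080-NT cells. Activity was normalized to DMSO wells and cell-free media wells; concentration-response curves were fitted and assigned curve classes.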
# HT1080 IDH1KD tx = qHTS for induction of synthetic lethality in tumor cells producing 2HG: qHTS for the HT-1080-IDH1KD cell line; Potency, µM (series often up to 46.1 µM), without a hit: top-dose activity, negative = toxicity, actives largely listed as cytotoxic; AID 686971, 2013; HT-1080 IDH1 knockdown viability, ATP luminescence, 48 h; hit rate 2% among 360,000;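 also: potency is read from the fitted curve at half-maximal effect; 0% = DMSO wells and -100% = cell-free medium wells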
#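 Luminescent ATP read-out (CellTiter-Glo, 10 min at room temperature) after 48 h compound exposure at 37 °C gave viability of IDH1-knockdown HT-1080 cells. Activity was normalised to DMSO and cell-free wells, then fitted as concentration-response curves.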
# KB-3-1 tox = qHTS assay for MDR1-selective chemotherapeutics: Primary screen using the parental adenocarcinoma cell KB-3-1 | AID 1347075, 2019 | KB-3-1 viability, CellTiter-Glo ATP luminescence, 72 h | hit rate 1.4% among 400,000 | Potency, µM (titrated, usually from 46.1 µM), without a hit: top-dose activity change, negative = cytotoxic, hits mostly cytotoxic; also: potency is read from the fitted curve at half-maximal effect; % is scaled to controls: 0 for no effect and ±100 for the full control effect; nearly all actives have a fitted effect of over 60% in size
#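 Viability of parental KB-3-1 cells, measured by CellTiter-Glo luminescence, followed a 72 h incubation at 37 °C with pinned compounds in phenol-red-free DMEM containing 10% FBS.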
# KB-V1 cytotox = qHTS assay for MDR1-selective chemotherapeutics: Primary screen using the drug-selected MDR subline cells KB-V1; KB-V1 MDR cells viability, CellTiter-Glo, 72 h; Potency, µM (titrated, usually from 46.1 µM), without a hit: top-dose activity change, negative = cytotoxicity, usual class: cytotoxic; hit rate 3.4% among 400,000; also: potency is read from the fitted curve at half-maximal effect; % is scaled to controls: 0 for no effect and ±100 for the full control effect; nearly all actives have a fitted effect of over 60% in size
#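 Readout: CellTiter-Glo luminescence, 10 min after addition. Cells: KB-V1 MDR subline, 72 h at 37 degrees C with compound. Analysis: corrected, normalized data fitted to concentration-effect curves.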
# MCF10A rereplic = A quantitative high throughput screen for small molecules that induce DNA re-replication in MCF 10a normal breast cells. Potency, µM (highest dose often 46.1 µM), for inactives: top-dose activity, positive = re-replication, actives largely listed as activators. MCF 10A DNA re-replication, Hoechst nuclear intensity, 48 h. hit rate 2.9% among 350,000. AID 624296, 2012; also: potency is read from the fitted curve at half-maximal effect; % of control where 0% means no effect; nearly all actives have a fitted effect of over 50% in size
# WRN inhibitor = qHTS for Inhibitors of WRN Helicase; Bifunctional 3'-5' exonuclease/ATP-dependent helicase WRN (Homo sapiens), Q14191; WRN helicase unwinding, fluorescent forked duplex, kinetic; Potency, µM (series often up to 114 µM), for the others: at the highest dose activity change, negative = inhibition, usual class: inhibitors; hit rate 0.46% among 360,000; also: potency is read from the fitted curve at half-maximal effect; % is scaled to controls: 0 for no effect and ±100 for the full control effect; nearly all actives have a fitted effect of over 55% in size
#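 Kinetic red-fluorescence monitoring (525/598 nm) tracks WRN helicase activity after 100 nM fluorophore-quencher forked duplex and 2 mM ATP are added to 20 nM enzyme pretreated 15 min at room temperature with compound.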
# SW480 rerep = A quantitative high throughput screen for small molecules that induce DNA re-replication in SW480 colon adenocarcinoma cells; SW480 DNA re-replication, Hoechst DNA content imaging, 48 h; hit rate 1.8% among 340,000; AID 624297, 2012; Potency, µM (top dose mostly 46.1 µM), for inactives: top-dose re-replication activation, most hits filed as activators; also: potency is read from the fitted curve at half-maximal effect; % of control where 0% means no effect; nearly all actives have a fitted effect of over 55% in size
#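 Image-based read-out: total Hoechst fluorescence of nuclei (405 nm excitation, 500-530 nm emission), with hits raising the fraction of high-intensity nuclei. SW480 colon cells incubated 48 hr with compounds at 37 C.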
# The depositor's hits bear a star; ? = inconclusive; . = no result given; [ ] = remark or other dose. Unless noted, calls follow the shape of the dose curve; as a rule, active = well fitted curve in the direction sought with a large enough effect; inconclusive = small, poorly fitted or top-dose-only effect, or another doubt; inactive = no such curve, though single readings can be large; an effect the other way counts as inactive or inconclusive.
SMILES,ATXN2 expr inh,IL-1B inflam inh,HT1080NT lethal,HT1080 IDH1KD tx,KB-3-1 tox,KB-V1 cytotox,MCF10A rereplic,WRN inhibitor,SW480 rerep
CCOc1cc(C2CC(=O)NC3=C2C(=O)C(C(=O)OC)C(C)C3)cc(Br)c1O (stereo not given),-4%,-16,0%,-4%,-2%,-1%,-1%,4%,-5%
CCOC(=O)N1CCC(NC(=O)CSCc2nc(-c3ccc(OC)cc3)oc2C)CC1,-17%,?,-1%,3%,-4%,?,2%,3%,20%
CC(=O)Nc1cccc(/C(C)=N/NC(=O)c2ccc(CN3CCOCC3)cc2)c1,-6%,0,14%,12%,?,9%,13%,-1%,-7%
Cc1sc2ncnc(OCC(=O)c3ccc(S(=O)(=O)N4CCCC4)cc3)c2c1C,-26%,24,7%,-16%,?,4.6µM*,6%,-1%,4%
Cc1ccc(NC(=O)CSc2nccc(=O)[nH]2)c(S(=O)(=O)N2CCOCC2)c1,5%,4,-6%,0%,0%,3%,-22%,-14%,-11%
CC(C)Sc1nc(-c2ccccc2)cc(=O)[nH]1,2%,-6,-38%,-3%,9%,-7%,?,-12%,0%
Nc1nc2ccccc2cc1S(=O)(=O)c1ccccc1,11%,26,-20%,-12%,10%,?,3%,1%,11%
CC1=Nc2ccccc2/C1=C\c1nc(-c2ccccc2)oc1O,5%,31,-4%,-5%,-2%,-18%,2%,-3%,-4%
Cc1ccccc1Nc1cc(C(=O)NCC2CCCO2)c2ccccc2n1 (stereo not given),1%,17,2%,-1%,7%,-20%,2%,17%,5%
COc1cc(C2CC(=O)NC(SCC(=O)Nc3ccccc3C)=C2C#N)ccc1O (stereo not given),-20%,17,-2%,-6%,7%,0%,4%,-26%,0%
COc1ccc(-c2nc(CN3CCCC(C(=O)NC4CCCC4)C3)c(C)o2)cc1 (stereo not given),-5%,?,-2%,6%,6%,?,11%,0%,11%
Cc1ccc(NC(=O)CN2C(=O)c3ccccc3C2=O)nc1,-25%,-5,12%,12%,17%,3%,6%,-6%,-3%
CC1(C)CC2(CC(c3ccccc3F)c3cc(Cl)c(O)cc3O2)NC(=S)N1 (stereo not given),?,-4,?,?,-23%,?,4%,1%[57.1 µM],1%
O=C(CN1C(=O)C2CCCCC2C1=O)N1CCN(c2ccc(F)cc2)CC1 (stereo not given),6%,29,-2%,-3%,-6%,23%,2%,1%,4%
COc1ccc(OC)c(C2NC(=O)NC(C)=C2C(=O)Nc2ccc(C)cc2)c1 (stereo not given),2%,7,17%,7%,3%,8%,6%,2%,0%
N#CCSc1nc(-c2ccccc2)c2cc(Cl)ccc2n1,-22%,7,-2%,0%,13%,4%,7%,-18%[57.1 µM],3%
Cc1cc(N=Cc2c(O)ccc3ccccc23)no1,-20%,18,?,?,3%,?,12%,-7%,-4%
c1ccc(-c2cnc(CN3CCN(c4ccccc4)CC3)o2)cc1,30%[activator],24,-9%,3%,10%,5%,8%,-6%,0%
N#C/C(=C\c1ccc(N2CCOCC2)o1)C(=O)NCCc1ccccc1,62%[activator],-51*,-16%,-2%,33%,-22%,-4%,-8%,-5%
C[C@H](NC(=O)C1CC(=O)N(c2ccc3c(c2)OCCO3)C1)C(=O)N1CCC(C(=O)O)CC1 (stereo not given in full),-18%,0,-1%,12%,20%,?,-8%,7%,-10%
CCOC(=O)CSc1nnc(CNC(=O)c2ccc(S(=O)(=O)N(C)C)cc2)n1C,.,4,-1%,6%,0%,-8%,-3%,7%,5%
COc1ccc(-n2c(C)nn(CCOc3ccccc3)c2=O)cc1,10%,-8,2%,4%,3%,-12%,-1%,-10%,1%
O=C(NC(=S)NCc1ccccc1Cl)c1cccs1,-1%,-14,5%,6%,.,.,-9%,-11%,3%
Cc1ccc(OCC(O)CN2CCN(c3ccccc3)CC2)cc1 (stereo not given),3%,-11,0%,15%,-7%,-13%,14%,-5%,2%
O=C(COC(=O)C1=COCCO1)NCc1ccc(Cl)cc1Cl,.,4,-1%,-2%,3%,?,.,11%,.

# 4 compounds drawn at random from the list so far:
SMILES,ATXN2 expr inh,IL-1B inflam inh,HT1080NT lethal,HT1080 IDH1KD tx,KB-3-1 tox,KB-V1 cytotox,MCF10A rereplic,WRN inhibitor,SW480 rerep
O=C(CN1C(=O)C2CCCCC2C1=O)N1CCN(c2ccc(F)cc2)CC1 (stereo not given),6%,29,-2%,-3%,-6%,23%,2%,1%,4%
COc1ccc(-n2c(C)nn(CCOc3ccccc3)c2=O)cc1,10%,-8,2%,4%,3%,-12%,-1%,-10%,1%
CC1=Nc2ccccc2/C1=C\c1nc(-c2ccccc2)oc1O,5%,31,-4%,-5%,-2%,-18%,2%,-3%,-4%
N#CCSc1nc(-c2ccccc2)c2cc(Cl)ccc2n1,-22%,7,-2%,0%,13%,4%,7%,-18%[57.1 µM],3%

# (further entries)
SMILES,ATXN2 expr inh,IL-1B inflam inh,HT1080NT lethal,HT1080 IDH1KD tx,KB-3-1 tox,KB-V1 cytotox,MCF10A rereplic,WRN inhibitor,SW480 rerep
Cc1nc2scc(-c3ccc(Cl)cc3)c2c(=O)n1N,.,0,-16%,-14%,-3%,?,-4%,-3%,0%
CC(C)(C)C1CCC(OCC(O)CN2CCN(c3ccccc3)CC2)CC1 (stereo not given),-1%,0,-19%,?,-5%,?,21µM*,2%,2%
CCn1c(SCC(=O)Nc2ccc(OC)cc2OC)nc2nc3c(cc2c1=O)COC(C)(C)C3,-14%,?,-2%,8%,20%,-7%,0%,-6%,-5%
COc1ccc(CCCc2nnc(SCC(=O)N/N=C\c3ccc(O)c(OC)c3)o2)cc1C,-24%,-25,-12%,-20%,-1%,-6%,9%,-25%,-2%
Cn1c(CNC(=O)OC(C)(C)C)nnc1SCc1c(Cl)cccc1Cl,-9%,10,-2%,-7%,-2%,-8%,10%,-22%,1%
Cc1cccc(C(=O)NCC(=O)N2CCN(c3ccccn3)CC2)c1,10%,32,-1%,0%,25%,21µM*,2%,8%,-7%
O=C(NCc1csc2ccc(Cl)cc12)Nc1cccc2ccccc12,-8%,13,3%,4%,-9%,17%,0%,-25%,-11%[9.22 µM]
COC(=O)c1sccc1NC(=O)Nc1cccc(C(C)=O)c1,-9%,0,-7%,3%,1%,?,8%,-3%,?
Cc1ccc(C2=C/C(=C/c3cccnc3)C(=O)O2)c(C)c1,.,14,-6%,-14%,4%,3%,0%,2%,9%
COc1ccc(CC(N)c2csc(Nc3nc(C)cnc3C)n2)cc1 (stereo not given),-8%,-23,?,?,-16%,?,.,2%[57.1 µM],.
CC(O)(c1cccnc1)c1nc(-c2cccc(F)c2)cs1 (stereo not given),-13%,20,-2%,-13%,0%,-1%,.,-3%,.
CCC(=O)N1CCc2cc(S(=O)(=O)CCC(=O)Nc3ccc(CC)cc3)ccc21,1%,30,5%,4%,9%,-9%,?,-1%,-1%
CC(C)Cn1cnc2c1c(=O)n(CC(=O)NN)c(=O)n2Cc1ccccc1,5%,2,26%,0%,9%,0%,2%,9%[57.1 µM],12%
CC(=O)C1C=CC(C)(C(=O)O)C2C=C(C)C(=O)C(C)(O)C12 (stereo not given),-10%,16,15%,7%,-1%,28%,-4%,10%,-3%
O=C1CN(C(=O)NCC(=O)N2CCCC2)c2ccccc2N1,.,-1,10%,0%,0%,15%,-4%,-3%,-12%
Cc1ccc(C)c(N(C)C(=O)c2cc3c(=O)[nH]c4ccc(C)cc4c3s2)c1,.,-3,-4%,6%,0%,?,14%,-5%,-30%
COc1cc(-c2noc(-c3cccs3)n2)cc(OC)c1OC,25%,-17,0%,-2%,-5%,-1%,13%,5%,-11%
O=C1CCCc2cc(S(=O)(=O)N3CCC(C(=O)NCc4ccccc4)CC3)ccc2N1,-13%,38,-22%,-3%,-1%,0%,-20%,-7%,0%
COc1ccc(/C=C/C(=O)Nc2ccc(S(=O)(=O)Nc3cc(C)nc(C)n3)cc2)cc1OC,18%,14,-17%,8%,5%,-10%,4%,-24%,2%
CCC(CC)N1CCN(C(=O)c2cccc(Cl)c2)CC1,5%,6,15%,20%,4%,8%,-28%,-7%[57.1 µM],-24%[1.84 µM]
CCN(CC)CCNc1nc(-c2ccc(OC)cc2)c(-c2ccc(OC)cc2)s1,-23%,?,?,?,-4%,-1%,14%,1%,19%
CC1Cc2ccccc2N1C(=O)Cn1cnc2ccccc21 (stereo not given),-18%,9,-1%,-12%,-12%,-4%,7%,6%,-2%
COc1ccc(OC)c(C(=O)/C=C/c2ccccc2C(F)(F)F)c1,?,-110*,?,?,?,?,?,-9%,?
Cc1cc(C)cc(C(=O)NC(=S)Nc2ccc3c(c2)OCCO3)c1,21%,-16,-3%,10%,8%,4.6µM*,5%,-22%,-5%
O=C(CC(Cc1ccccc1)C(=O)O)NCCc1ccc2c(c1)OCO2 (stereo not given),-8%,0,2%,7%,4%,?,2%,-5%,-3%
C=CCn1c(SCc2nc3sc4c(c3c(=O)[nH]2)CCCC4)nc2ccccc2c1=O,-36%,16,4%,1%,7%,2.1µM*,10µM*,-20%,-1%
COc1ccccc1C/C(N)=N/OC(=O)COc1cccc2ccccc12,-2%,-7,17%,8%,12%,?,?,-13%,-2%
COc1nc(N(C)C)nc(N2CC(=O)N(CCNS(=O)(=O)c3ccc(C)cc3)C2=N)n1,-16%,21,-1%,1%,2%,?,16%,1%,-6%

# Bioassay records as filed in PubChem.
